Screening results as filed in PubChem.
RAM network inh – inhibitors of the yeast RAM network; S. cerevisiae dse1pr::URA3 reporter, 5-FOA growth OD615, 2 d; analog-sensitive cbk1-as2 kinase mutant strain; inhibition, % at 50 µM; 1.8% of 190,000 active;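 active means inhibition above a set limit, 3 SD over mean compound inhibition, cut at about 8.4% in these data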;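 further: 0% = DMSO-only wells with no growth and 100% = 10 µM 1-NA-PP1 full growth; inhibition rescues growth on 5-FOA so higher OD means more RAM inhibition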
DTT redox prof – compounds producing H2O2 with reducing agent – biochemical, NIH compound library profiling, artefact control for MLSCN library redox annotation, primary screen; activation, % at 10 µM; 0.03% of 200,000 active; DTT-dependent redox cycling H2O2, phenol red/HRP absorbance; 100% = 100 µM peroxide control, 0% = buffer;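 active means activation of at least 50% relative to the plate's high and low controls in the primary single-dose screen; inactive means activation below 50%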;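 further: compound incubated with DTT at 0.8 mM final as the reducing agent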
TNAP inh no acc – TNAP (human) inhibition, acceptor-free conditions; purified TNAP, CDP-star luminescence, 30 min; P05186; inhibition, % at 20 µM; 0.26% of 200,000 active;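 active means tissue-nonspecific alkaline phosphatase inhibition above about 50% at 20 µM in the single-dose screen, limit read from the data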;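 further: 0% = DMSO negative control and 100% = EDTA positive control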
Efa HMGR inh – inhibitors of class II HMG-CoA reductase from Enterococcus faecalis; purified E. faecalis HMGR, NADPH absorbance 340 nm kinetic; inhibition, % at 10 µM; 0.41% of 190,000 active; AID 1066;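 active means inhibition above a set limit, the median over all tested compounds plus 3 SD, cut at about 9.5% in these data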;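 further: enzyme runs in reverse so mevalonate oxidation gives rising NADPH absorbance; 0% = complete reaction with DMSO and 100% = background rate lacking mevalonate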
Hsp70 act – transcriptional activators of Hsp70 | HeLa Hsp70 promoter luciferase reporter, luminescence; scaled: vehicle 0, proteasome-inhibitor control 100% | activation, % at 10 µM | 0.04% of 200,000 active;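 active means activation above the mean across all tested compounds plus 3 SD, cutoff set per campaign, cut at about 5.5% in these data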;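 further: 100% = MG132 at 30 µM as the positive control and 0% = DMSO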
PMI act – phosphomannose isomerase (human) activation; P34949; purified human PMI, coupled resazurin fluorescence, 20 min; active compounds read high; 1 = vehicle control, 0 substrate-free wells; activation factor at 20 µM; 0.005% of 190,000 active; AID 1214;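 active means activation factor of 2 or more at 20 µM, relative to plate controls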
Target sequence (P34949 whole entry, looked up): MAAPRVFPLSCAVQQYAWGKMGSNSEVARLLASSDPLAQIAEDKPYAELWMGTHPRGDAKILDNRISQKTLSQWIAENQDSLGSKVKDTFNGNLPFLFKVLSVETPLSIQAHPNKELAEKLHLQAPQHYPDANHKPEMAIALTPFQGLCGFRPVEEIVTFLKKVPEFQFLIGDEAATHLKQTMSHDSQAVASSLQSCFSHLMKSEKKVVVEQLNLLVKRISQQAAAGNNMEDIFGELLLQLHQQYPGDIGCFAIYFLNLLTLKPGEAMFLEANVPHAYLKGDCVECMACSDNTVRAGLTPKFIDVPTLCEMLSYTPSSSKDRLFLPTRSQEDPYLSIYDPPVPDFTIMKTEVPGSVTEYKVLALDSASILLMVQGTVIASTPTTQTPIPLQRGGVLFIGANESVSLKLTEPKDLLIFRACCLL
S1P3 antagonist – S1P3 (human) receptor antagonism; Q99500; CHO S1P3 NFAT-BLA reporter, FRET fluorescence, antagonist mode; inhibition, % at 4.98 µM; 0.27% of 170,000 active; AID 485;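 active means inhibition above the plate cutoff, the mean inhibition of test wells on that plate plus 3 SD, cut at about 28% in these data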;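 further: cells challenged with S1P at its EC80 of 0.8 µM; blue over green emission ratio from cleaved BLA substrate after 4 h stimulation; 0% = S1P-stimulated wells and 100% = unstimulated DMSO-only wells; some compounds past the cut are filed as inactive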
Target sequence (Q99500 whole entry, looked up): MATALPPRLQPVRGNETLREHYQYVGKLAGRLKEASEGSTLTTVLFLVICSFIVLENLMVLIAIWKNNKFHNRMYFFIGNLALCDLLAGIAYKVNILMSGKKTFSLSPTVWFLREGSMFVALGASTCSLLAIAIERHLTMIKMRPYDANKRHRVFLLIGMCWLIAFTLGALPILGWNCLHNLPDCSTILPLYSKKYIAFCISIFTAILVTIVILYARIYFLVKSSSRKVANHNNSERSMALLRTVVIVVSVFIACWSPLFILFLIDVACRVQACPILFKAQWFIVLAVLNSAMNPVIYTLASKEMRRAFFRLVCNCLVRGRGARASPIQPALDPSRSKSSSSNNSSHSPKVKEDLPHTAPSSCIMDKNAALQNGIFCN
TNAP inh hiacc – TNAP (human) inhibition, high acceptor. P05186. purified TNAP, CDP-star luminescence, 1 M DEA. inhibition, % at 20 µM. 0.03% of 200,000 active;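 active means over 50% inhibition of tissue-nonspecific alkaline phosphatase at 20 µM in the single-dose screen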;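 further: plate controls were DMSO wells for no effect and EDTA-quenched wells as full inhibition for full effect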
L major viab – Leishmania major promastigote growth inhibition; Leishmania major promastigotes, resazurin fluorescence viability; inhibition, % at 10 µM; 9% of 200,000 active; in the data active means inhibition above about 50%;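 further: promastigotes grown with compound for 44 hours at 28 °C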
PMI act hi M6P – increases human PMI activity with near-saturating mannose 6-phosphate | activation factor at 20 µM | coupled PMI enzyme assay, resazurin fluorescence, 20 min; active compounds read high; 1 = untreated enzyme, 0 = substrate-free blank | AID 1216 | 0.34% of 190,000 active;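 active means activation factor of 2 or more at 20 µM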
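Test system: human phosphomannose isomerase with PGI, G6PDH, diaphorase coupling enzymes; amount: 15 ng/mL PMI; incubation: enzyme reaction with compound 20 min at room temperature; technique: resorufin fluorescence (Ex 544/Em 590 nm) from resazurin via diaphorase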
Active calls of the source: *; x = not tested or not shown. No enrichment for hits; about 12% have a hit in one of these screens.

canonical_smiles	RAM network inh	DTT redox prof	TNAP inh no acc	Efa HMGR inh	Hsp70 act	PMI act	S1P3 antagonist	TNAP inh hiacc	L major viab	PMI act hi M6P
COc1ccc(C(=O)CN2C(=O)c3ccccc3C2=O)c(OC)c1C	0.8	-0.4	0	-2	-0.1	0.9	3	0	-6	0.9
CCCC(=O)OCCNc1cc(SCc2ccco2)c2nonc2c1[N+](=O)[O-]	14*	0.7	2	0	-0.3	0.7	-10	15	16	0.6
O=C(NC1CCCCC1)N1CCC(n2cnc3ccccc32)CC1	1.9	2.9	-11	-1	-0.1	1	-23	-2	1	1
O=C(COc1ccccc1F)N1c2ccccc2CCc2ccccc21	2.7	0.0	-15	-1	-0.3	0.8	9	-6	23	0.8
COc1ccccc1NCc1nnc(SCC(=O)N/N=C/c2ccco2)n1-c1ccc(Cl)cc1Cl	1.0	-4.3	3	-7	-0.2	1	x	-3	4	0.9
CC(=O)c1nnn(-c2cccc([N+](=O)[O-])c2)c1C	-1.2	-1.3	-3	-4	-0.3	1	-14	4	7	1
Clc1ccc(SCCCCN2CCNCC2)cc1	-0.5	-0.2	-4	-2	0.0	1.1	9	-2	100*	1.2
CCOC(=O)/C=C/C(=O)OCC(=O)Nc1ccc(C)cc1	0.8	0.2	0	11*	-0.2	1	2	1	-7	1
Cc1cc(=O)oc2cc(OCC(=O)N3c4ccccc4CC3C)ccc12 (stereo unspecified)	2.9	2.5	-1	-4	0.0	0.9	15	1	-1	0.9
CCOc1ccccc1C(=O)Nc1ccc(-c2nnc(-c3ccc(C)cc3)o2)cc1	x	-0.6	x	x	-0.3	x	-18	x	4	x
O=C(Nc1cccc(Cl)c1)OCc1cnc(Cl)s1	4.8	0.3	6	-2	-0.2	0.9	x	-2	26	0.9
CC(=O)N1CCc2cc(S(=O)(=O)NC(CC(C)C)C(=O)N3CCc4ccccc4C3)ccc21 (stereo unspecified)	0.3	1.4	-11	-2	-0.5	1	-22	0	73*	1
Cc1ccc(N(C(=O)Cn2nnc3ccccc32)C(C(=O)NCc2ccco2)c2cccnc2)cc1 (stereo unspecified)	3.0	1.5	-8	5	0.3	1	-77	-1	-4	1
Cc1ccc(N(CC(=O)Nc2cccc(C)c2)S(=O)(=O)c2cccc3nonc23)cc1	1.3	1.4	-13	-5	-0.1	0.9	-10	-6	15	1
CCC1(C)Cc2c(sc3c2c(=O)n(C)c2nnc(SCc4ccc5c(c4)OCO5)n32)CO1 (stereo unspecified)	3.3	-1.1	-12	-3	-0.1	1	x	-6	5	0.9
Cc1onc(-c2ccccc2)c1C(=O)Nc1nnc(COc2ccc(Cl)cc2)s1	2.7	1.9	-7	1	0.7	0.2	-1	2	-5	0.7
CC(=O)Nc1ccc(NS(=O)(=O)c2ccccc2)cc1	1.2	-0.2	-10	-1	0.0	1	-13	-4	4	0.9
COc1cc(OC)cc(C(=O)NC(=S)N2CCCCCC2)c1	2.1	0.2	-7	-6	-0.3	1	-7	-7	-3	1
Cc1ccccc1-n1nc(C(=O)O)cc1-c1ccccc1	0.5	0.3	-1	5	-0.2	0.9	x	3	1	1
CCN(CC)C(=O)Cc1cc(C(=O)O)c2ccccc2n1	0.7	-0.3	-7	-4	0.1	1	16	-3	-6	1.1
COc1cc(NC(=O)c2cccc(Cl)c2)c(OC)cc1NC(=O)CN1CCCCC1	0.6	-0.2	-2	3	-0.2	x	-11	1	28	x
O=C(Nc1nc(-c2ccc3c(c2)OCO3)cs1)c1ccncc1	2.5	2.5	-11	-2	0.2	0.9	26	-3	0	0.9
C#CCn1cc(/C=N/Nc2nc3ccccc3[nH]2)c2ccccc21	0.9	0.6	-54	-2	-0.1	0.8	11	1	101*	0.9
CCOCCCNC(=S)N1C2CCC1CC(NC(=O)NC13CC4CC(CC(C4)C1)C3)C2 (stereo unspecified)	1.2	1.5	-22	0	0.8	1	x	-3	-6	1
COc1ccc(-c2nnc3n2C(C)(C)Cc2cc(OC)c(OC)cc2-3)cc1	-0.1	2.6	-4	-1	-0.1	1.1	x	-6	16	1
CCOC(=O)Cc1cc(-c2ccccc2)nc2ccc3ccccc3c12	3.4	-4.3	-11	-3	-0.1	0.8	x	-3	17	1
COc1ccc(NC(=O)CSc2ccccn2)cc1	-0.2	2.5	-7	1	-0.2	1.1	x	0	1	1
O=C1c2ccccc2C(=O)N1n1cccc1	0.3	0.0	-3	-4	-0.4	1.1	0	-5	-6	1
O=C(NNC(=O)c1cc(-c2ccc(Cl)c(Cl)c2)nc2ccccc12)Nc1ccccc1	1.3	-3.5	-7	-4	-0.3	0.8	x	-1	61*	0.9
O=C(O)c1ccccc1C1=Nc2ccc(O)cc2Oc2cc(O)ccc21	1.3	-0.1	-8	1	-0.2	1.2	-13	-9	-4	0.8
COC(=O)C1=C(CSc2nc3ccccc3s2)NC(=O)NC1c1ccc(F)cc1 (stereo unspecified)	5.9	1.1	-6	-1	-0.4	1	-2	-3	13	1
COc1ccc(C(CCc2ccc(C)o2)NC(=O)Nc2ccc(OC)cc2OC)cc1 (stereo unspecified)	10*	1.8	-40	-9	-0.3	0.9	x	-13	25	1
O=C(O)/C=C\C(=O)Nc1ccccc1C#Cc1ccccc1	-0.3	1.5	-5	0	0.0	0.9	x	-1	-6	0.9
O=S(=O)(Nc1cccnc1Cl)c1ccc2c(c1)OCCO2	-0.3	-3.8	-1	-7	-0.1	1	x	-7	-7	1
O=C(CCSc1ccccc1)NC(=O)COC(=O)C1CCCCC1	0.6	0.2	-4	-10	0.1	1	-9	-2	5	1
CN1CCN(CC(=O)Nc2nnc(-c3cccs3)s2)CC1	0.9	-0.5	-13	1	-0.4	1	-11	-8	-5	0.9
COc1cccc(-n2c(Cc3cc(=O)[nH]c(=O)[nH]3)nnc2SCC(=O)NC2CCCCC2)c1	0.7	-1.1	-12	1	-0.2	1	-29	-5	-7	0.9
COc1ccc(Cl)cc1NC(=O)CN1CCc2ccccc21	8.1	1.2	-7	0	0.1	1.1	4	-1	5	1
COc1ccc(C(=O)COC(=O)CN2C(=O)C3C4C=CC(C5CC45)C3C2=O)cc1 (stereo unspecified)	0.6	-0.5	-3	-5	0.2	0.9	0	0	-6	0.9
CC1(C)CC(=O)C=C(NCC2CCCO2)C1 (stereo unspecified)	1.0	2.1	-5	1	-0.4	0.9	-2	-2	-7	0.9

Further structures
molecule | RAM network inh | DTT redox prof | TNAP inh no acc | Efa HMGR inh | Hsp70 act | PMI act | S1P3 antagonist | TNAP inh hiacc | L major viab | PMI act hi M6P
Cc1ccc(CSc2ccc3nnc(-c4cccnc4)n3n2)cc1 | 1.7 | 0.6 | 0 | 2 | -0.2 | 0.9 | -7 | 2 | 4 | 1
COc1ccc(N/C=C2/Sc3ccccc3NC2=O)cc1 | 3.5 | -0.5 | -2 | -5 | -0.2 | 1.1 | -12 | -6 | -6 | 1.1
O=C1CC(C(=O)N2CCN(c3ccc(F)cc3)CC2)CN1CCc1ccccc1 (stereo unspecified) | -0.3 | -2.1 | -9 | 1 | -0.2 | 1 | -109 | 0 | -6 | 0.9
CC(=C/c1ccccc1)/C=N/NC(=O)CSc1nc(C)cc(C)n1 | 3.1 | 0.4 | -13 | -6 | -0.2 | 0.9 | -17 | 0 | -6 | 0.9
Cc1c(NC(=O)Nc2cccs2)cccc1[N+](=O)[O-] | 0.5 | -0.3 | 14 | -7 | -0.2 | 1.1 | -1 | -3 | 0 | 1.1
Cc1ccc(NC(=O)NNC(=O)C2CCN(Cc3ccc(F)cc3Cl)CC2)cc1 | 0.8 | -1.8 | 0 | -5 | -0.4 | 1 | 7 | -5 | -12 | 1
CC(C)CCN(C)C1CCN(S(=O)(=O)c2cccc(C(F)(F)F)c2)CC1 | 3.2 | 0.3 | -5 | -3 | -0.4 | 0.9 | -4 | -3 | 93* | 1
CC1CCN(c2cc(N3CCC(C)CC3)c([N+](=O)[O-])cc2/C=C(\C#N)c2nn(-c3ccccc3)c(N)c2C#N)CC1 | 5.4 | -0.5 | 7 | -2 | -0.1 | 0.9 | x | 10 | -4 | 0.9
Cc1cccc(C(=O)NNS(=O)(=O)c2ccccc2[N+](=O)[O-])c1 | 0.1 | -0.3 | -4 | -1 | -0.3 | 1.2 | x | 1 | -7 | 1.3
COc1ccc(N=NC2=C(O)CC(C)(C)CC2=O)cc1 | 1.4 | 2.0 | 1 | 0 | -0.1 | 0.9 | x | 9 | -3 | 1
c1cnc(Nc2nc(-c3ccc4ccccc4c3)cs2)nc1 | 4.3 | -2.8 | -6 | 4 | 0.3 | 1 | x | -8 | -9 | 1
O=C1C2CCCCN2C(=O)N1CCN1CCN(c2ccc([N+](=O)[O-])cc2)CC1 (stereo unspecified) | -0.9 | -7.7 | 5 | -1 | -0.3 | 0.9 | x | 9 | -4 | 1
